CBFb-RUNX1 inh: qHTS Assay for Compounds Blocking the Interaction Between CBF-beta and RUNX1 for the Treatment of Acute Myeloid Leukemia. AID 1477, 2009. AlphaScreen CBFb-His/RUNX1-biotin binding, biochemical. 230,000 tested, under 10 active. Runt-related transcription factor 1 (Homo sapiens) + Core-binding factor subunit beta …. Potency, µM (highest dose often 59.8 µM), inactives show at the top dose activity, negative = inhibition, hits mostly inhibitors; note: % of control where 0% means no effect
Target sequence (Q01196 whole entry, looked up): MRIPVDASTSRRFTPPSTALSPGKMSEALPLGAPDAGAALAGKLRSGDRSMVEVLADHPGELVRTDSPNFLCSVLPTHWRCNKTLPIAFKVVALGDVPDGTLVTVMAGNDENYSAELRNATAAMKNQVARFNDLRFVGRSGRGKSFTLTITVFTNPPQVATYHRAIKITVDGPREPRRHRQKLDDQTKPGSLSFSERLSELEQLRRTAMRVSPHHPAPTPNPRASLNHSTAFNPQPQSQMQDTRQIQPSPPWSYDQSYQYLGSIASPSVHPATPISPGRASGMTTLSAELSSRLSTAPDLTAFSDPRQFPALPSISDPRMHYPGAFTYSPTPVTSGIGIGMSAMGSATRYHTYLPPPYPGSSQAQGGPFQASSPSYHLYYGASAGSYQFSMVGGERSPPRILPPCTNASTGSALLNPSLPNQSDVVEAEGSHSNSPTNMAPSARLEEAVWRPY
Target sequence (Q13951 whole entry, looked up): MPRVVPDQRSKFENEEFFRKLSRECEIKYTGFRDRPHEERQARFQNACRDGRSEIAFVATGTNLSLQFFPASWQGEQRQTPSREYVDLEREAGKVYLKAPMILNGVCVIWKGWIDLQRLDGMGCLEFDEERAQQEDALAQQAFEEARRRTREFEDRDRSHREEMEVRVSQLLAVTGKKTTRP
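His-tagged CBF-beta and biotinylated RUNX1 (30 nM each) were premixed 20 min at room temperature, exposed to compound for 15 min, then given nickel-chelate and streptavidin AlphaScreen beads (50 ng each). After 90 min, AlphaScreen signal was read.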
HTT cytoprotect: qHTS Multiplex Assay to Identify Dual Action Probes in a Cell Model of Huntington: Cytoprotection (ATP); PC12 HTT-Q103 induced, cytoprotection, ATP luminescence, 40 h; Potency, µM (doses to about 56.4 µM), for inactives: cytoprotection (ATP increase), usual class: activators; 230,000 compounds, 0.14% hits; AID 1471, 2008;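 note: potency is the fitted concentration of half-maximal effect; % of control where 0% means no effect; nearly all actives have a fitted effect of over 45% in size; toxic huntingtin expression switched on by the ecdysone agonist tebufenozide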
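Rat PC12, Q103 Htt exon1-GFP fusion, ecdysone promoter; tebufenozide inducer 100 nM final; compound titration; qHTS, 1500 cells/well; ATPlite luminescent read.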
LMNA splice mod: qHTS Assay for Modulators of Lamin A Splicing | HeLa LMNA splicing GFP/RFP minigene ratio, 48 h | Potency, µM (highest dose often 46.1 µM), for the others: at the highest dose ratio change, negative = inhibition, usual class: inhibitors | 200,000 compounds, 0.01% hits; active = well fitted inhibition curve with a large enough effect in the signal ratio, with a control signal flat, not every such curve was filed as active; inconclusive = small, poorly fitted or top-dose-only effect, or effect the other way, or a change in a side signal; the % refers to the signal ratio; note: potency is the fitted concentration of half-maximal effect; % is set by controls: 0 for no effect and ±100 for the full control effect
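S3 HeLa cells stably expressing lamin A-EGFP splicing minigene plus DsRed2, 600 cells/well, 48 h compound exposure at 37C. Laser-scanning cytometry; analysed as GFP (500-530 nm)/RFP (575-640 nm) total intensity ratio; 0.5% DMSO vehicle.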
GAA inhib: qHTS Assay for Inhibitors of Human alpha-Glucosidase as a Potential Chaperone Treatment of Pompe Disease; Lysosomal alpha-glucosidase (Homo sapiens), P10253; purified human GAA, 4-MU-alpha-glucoside fluorescence; Potency, µM (series often up to 76.9 µM), for inactives: at the highest dose activity change, negative = inhibition, actives largely listed as inhibitors; 200,000 compounds, 0.005% hits; AID 1466, 2008;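 note: potency is the fitted concentration of half-maximal effect; plate controls were uninhibited enzyme wells for no effect and no-enzyme background for full effect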
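Activity normalized between no-enzyme (basal) and enzyme-only wells. Conditions: 4 nM human enzyme, 400 uM fluorogenic substrate, citrate/phosphate pH 5.0 with Tween-20, 20 min room temperature, compounds up to 77 uM.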
GAA glycogen mod: qHTS Assay for Inhibitors and Activators of Human alpha-Glucosidase Cleavage of Glycogen. Lysosomal alpha-glucosidase (Homo sapiens), P10253. recombinant GAA, glycogen substrate, Amplex Red glucose oxidase fluorescence. Potency, µM (top dose mostly 76.4 µM), inactives show at the top dose activity change, negative = inhibition, most hits filed as inhibitors. 300,000 compounds, 0.38% hits;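 note: potency is the fitted concentration of half-maximal effect; 0% = full enzyme reaction and -100% = no-enzyme basal signal; the screen sought inhibitors and activators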
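Natural-substrate format: glycogen cleavage by 4 nM human enzyme, glucose read by Amplex Red coupling (Ex 573, Em 610 nm). Normalized to enzyme and no-enzyme controls.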
HTT aggregate: qHTS Multiplex Assay to Identify Dual Action Probes in a Cell Model of Huntington: Aggregate Formation (GFP) | PC12 HttQ103-GFP aggregates, Acumen cytometry, 40 h | Potency, µM (series often up to 46.1 µM), without a hit: at the highest dose activity change, negative = inhibition, actives largely listed as inhibitors | 220,000 compounds, 1.1% hits | AID 1688, 2009; note: potency is the fitted concentration of half-maximal effect; % is set by controls: 0 for no effect and ±100 for the full control effect; nearly all actives have a fitted effect of over 60% in size
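Aggregate formation scored by laser-scanning cytometer (488 excitation, 500–530 emission) in lysed PC12 cells expressing Q103-GFP after 100 nM tebufenozide induction; library tested in dose series, with ATPLite reagent added in the multiplex.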
aGlu spleen mod: qHTS Assay for Inhibitors and Activators of Human alpha-Glucosidase From Spleen Homogenate; 240,000 compounds, 0.006% hits; AID 2112, 2009; Potency, µM (top dose mostly 79.9 µM), for the others: top-dose activity change, negative = inhibition, actives largely listed as inhibitors; Lysosomal alpha-glucosidase (Homo sapiens), P10253; human spleen homogenate, 4-MU-alpha-glucoside fluorescence;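 note: potency is the fitted concentration of half-maximal effect; 0% = enzyme with vehicle and -100% = no enzyme basal signal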
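Human spleen homogenate (1 ug) with 4-methylumbelliferyl-alpha-D-glucopyranoside (1 mM final) in 50 mM citrate/phosphate pH 5.0, 0.01% Tween-20; 40 min at 37 C. Stopped at pH 10; 4-MU fluorescence Ex 365/Em 440 nm; AC50 by Hill fit.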
Starred values were filed as active, the others as inactive; u = inconclusive; x = not tested or not shown; & = joins results of further samples; [ ] = another dose, or the depositor's remark. Unless noted, calls come from the whole dose curve; as a rule, active = well fitted curve in the direction sought with a large enough effect; inconclusive = small, poorly fitted or top-dose-only effect, or another doubt; inactive = no such curve, though single readings can be large; an effect the other way counts as inactive or inconclusive.

SMILES | CBFb-RUNX1 inh | HTT cytoprotect | LMNA splice mod | GAA inhib | GAA glycogen mod | HTT aggregate | aGlu spleen mod
C=CCn1c(=O)[nH]c2cc(C(=O)N3CCN(c4ccc(C(C)=O)cc4)CC3)ccc2c1=O | -2.8% | 1.2% | u | -0.6% | 4.8% | u | -14.6%
CCOC(=O)C1CCN(C(=O)Cc2c(F)cccc2Cl)CC1 | 5.4% | 1.5% | 1.5% | -7.0% | -3.7% | 4.0% | 5.1%
OCC1(CCc2ccccc2)CCN(Cc2cc(F)ccc2-n2cccn2)CC1 | -2.9% | 11.7%[10 µM] | x | u | 6.0% | 2.4%[9.22 µM] | 0.0%
Cc1ccc2oc(=O)c(/C=C(\O)C(C)(C)C)nc2c1 | 5.6% | 21.8% | -5.1%[9.22 µM] | -6.6% | 6.31µM* | -31.2% | 1.1%
COc1ccc(CCc2cc(OC)cc(=O)o2)cc1 | 4.5% | -0.7%[10 µM] | x | x | -3.4% | 14.2%[9.22 µM] | -0.4%
O=C(COc1ccc([N+](=O)[O-])cc1)NCCc1nc2ccccc2[nH]1 | 2.2% | 6.7%[10 µM] | x | x | 5.5% | -1.4%[9.22 µM] | -0.2%
COc1ccc(/C=C2/CCc3ccccc3C2=O)cc1CN1CCOCC1 | -5.2% | x | u | u | 4.8% | 0.3% | -6.5%
Cc1ccc(-c2ccc(=O)n(CC(=O)NCCN3C(C)CCCC3C)n2)cc1 (centres undefined) | 4.2% | -8.0% | 4.1% | 5.5% | -5.5% | -0.6% | 6.0%
CN(c1cccc(NS(=O)(=O)c2ccccc2)c1)S(C)(=O)=O | -3.0% | -22.0%[10 µM] | x | 14.0% | 6.6% | -8.9%[9.22 µM] | 12.0%
Cc1ccc(C)n1N1C(=O)/C(=C\c2ccc(Cl)cc2)SC1=S | -11.4% | -5.5% | -4.3% | -5.0% | 2.4% | -1.0% | -18.3%
CC1=C(NCCc2ccccc2)CCC1=O | -1.0% | -11.2% | 5.6% | -16.9% | -2.8% | -14.3% | -0.3%
COc1ccc(C(=O)CSc2nnc(Cn3nnc4ccccc43)n2C)cc1 | -2.0% | 7.0% | -2.8% | -0.1% | 1.3% | -11.5% | -1.6%
CCc1ccc(NC(=O)NCC2CCN(c3ccc(OC)cc3)C2)cc1 (centres undefined) | -8.9% | 26.7%[10 µM] | x | x | 0.0% | 2.7%[9.22 µM] | 2.3%
Cc1cc2cc3c(cc2nc1SCC(=O)N1c2ccccc2CC1C)OCO3 (centres undefined) | 8.0% | 33.6%[10 µM] | u | -9.4% | -4.2% | -20.6% | -0.9%
CC(=O)Nc1ccc(/C=N/NC(=O)c2cc3cc(C)ccc3nc2C)cc1 | -2.5% | -41.8%[inhibitor] | -2.7% | -0.7% | 2.2% | -5.6% | -4.5%
CC(=O)Nc1cc(-c2ccccc2)nn1Cc1ccc(Cl)cc1 | 3.8% | 2.4% | 8.7% | -1.5%[15.4 µM] | -6.3% | 8.2% | -10.2%
CC(C)(C)c1nnc(NC(=O)CS(=O)(=O)Cc2ccccc2)s1 | -2.3% | 0.8%[10 µM] | -13.7%[46 µM] | 14.1% | -0.4% | 14.8%[9.22 µM] | 3.6%
CCc1ccc2c(c1)C1(NN=C(c3ccccc3)S1)C(=O)N2 (centres undefined) | -0.8% | -28.1%[10 µM] | u | 2.6% | 3.1% | 8.2% | -4.1%
CSc1ccc(CNc2ccc(Cl)cc2)cc1 | 2.4% | 11.5% | -4.9% | -4.0% | -10.5% | -8.3% | -1.4%
COc1cccc(OC)c1C(=O)NC(=S)Nc1ccc2c(c1)C(=O)N(C)C2=O | -11.6% | 2.7%[10 µM] | -20.5% | u | 5.5% | 10.3% | -1.4%
CCc1c(C(C)O)oc2ccc3c(C)cc(=O)oc3c12 (centres undefined) | 1.7% | 3.1% | 7.3% | 1.8% | 7.5% | 16.6% | -1.1%
COC(=O)c1ccccc1NC(=O)Nc1cc(C)ccn1 | 5.1% | -0.1%[10 µM] | 6.3%[46 µM] | u | -3.4% | -5.8%[9.22 µM] | 3.9%
CN1CCN(c2ccccc2NC(=O)c2cccc(OCc3ccccc3)c2)CC1 | -3.4% | -38.2% | -18.6% | u | -2.8% | -31.5% | -2.0%
O=C1CN(C(=O)c2ccco2)c2ccccc2N1 | 13.1% | 3.6%[10 µM] | -11.6% | -7.5% | -5.0% | 30.2% | -5.9%
Cn1c(/C=N/NC(=O)c2ccccc2Br)nc2ccccc21 | 0.1% | -23.4% | 4.7%[0.0737 µM] | 1.4% | 3.8% | -24.2% | -12.7%
(cont.)
SMILES | CBFb-RUNX1 inh | HTT cytoprotect | LMNA splice mod | GAA inhib | GAA glycogen mod | HTT aggregate | aGlu spleen mod
Cc1ccc(S(=O)(=O)NCC(=O)Nc2cccc([N+](=O)[O-])c2)cc1 | -3.6% | 7.5% | 0.5%[46 µM] | 8.6% | 21.8% | 16.2%[9.22 µM] | -4.8%
COc1cc(C(O)C(=O)O)ccc1O (centres undefined) | -1.3%&19.9% | -12.3% | -3.1% | x | x | x | 6.3%&-4.5%
CCNc1ncc2nc(-c3cccs3)c(=O)n(Cc3cccc(OC)c3)c2n1 | x | -24.7% | u | x | x | x | 4.2%
COC(=O)c1[nH]c2ccccc2c1NC(=O)c1ccccc1F | 5.6% | 16.0%[10 µM] | x | x | 0.8% | 15.7%[9.22 µM] | -4.0%
COc1ccc(OC)c(N(CC(=O)Nc2ccc(NC(C)=O)cc2)S(C)(=O)=O)c1 | 1.8% | -7.3% | 2.6% | 3.4% | 2.8% | -4.1% | 4.2%
COc1ccc(-c2ccc(-c3noc(-c4ccccc4C)n3)c(OC)n2)cc1 | -13.0% | -11.5%[0.074 µM] | -6.0% | -5.8% | 0.3% | -6.5% | 0.9%
COc1ccc2[nH]c3c(c2c1)CCNC3=O | -9.2% | u | x | x | x | x | -4.0%
CCOCC(=O)Nc1cc(C(=O)NCCc2ccccc2)ccc1Cl | 4.3% | -38.3%[10 µM] | x | 6.4% | -4.9% | -9.4%[9.22 µM] | -6.1%
OC(CNc1ccccc1)Cn1ccc2ccccc21 (centres undefined) | -8.1% | -7.4% | u | -2.3% | -7.8% | 5.1%[9.22 µM] | 3.9%
Cc1c(CCOC(=O)CC23CC4CC(CC(C4)C2)C3)sc[n+]1CC(=O)c1ccccc1 | 7.8% | -5.5%[10 µM] | x | -13.1% | -8.3% | 0.6%[9.22 µM] | 4.3%
C#CCn1c(=NC(=O)c2cccs2)sc2cccc(OC)c21 | 0.0% | -25.7% | 1.9% | 4.4% | -16.9% | -11.1% | -0.5%
Cc1cccc(-c2ncc(S(=O)(=O)C(C)(C)C)c(N)n2)c1 | -4.3% | 1.0%[10 µM] | x | x | 7.3% | 6.0%[9.22 µM] | 4.6%
CSc1nc2nccc(-c3ccc(-c4ccccc4)cc3)n2n1 | 1.5% | -34.7% | 19.7% | 7.9% | 2.3% | 12.2% | -7.2%
COc1ccc(CCNC(=O)CSC2=Nc3ccccc3C3=NC(C(C)C)C(=O)N23)cc1OC (centres undefined) | -2.9% | -15.1% | 3.6% | 2.3% | -4.6% | -3.5% | -22.6%
O=C(c1cnc(-c2ccc(Cl)cc2)s1)c1ccc(Cl)cc1Cl | -1.4% | -4.8% | 1.5% | 1.9% | 5.2% | -5.8% | -11.4%
COc1ccc(/C=C2\SC(=O)N(CCNC(=O)Cn3cnnn3)C2=O)cc1 | -1.8% | -10.1% | u | -7.8% | 1.8% | 11.4% | -2.0%
COc1cc(C=Nc2cccc([N+](=O)[O-])c2C)ccc1OC(C)=O | 14.0% | x | 5.3% | u | 3.2% | -1.6% | -4.5%
Cc1oc(-c2ccccc2F)nc1CS(=O)CC(=O)NCc1ccc2c(c1)OCO2 (centres undefined) | -5.6% | -6.3% | 4.6% | -6.5% | -15.1% | -10.1% | 0.4%
Cc1ccc(-c2nc(CN(C)C3CCOCC3)c(C)o2)s1 | -7.0% | 9.9%[10 µM] | x | 3.4% | 12.7% | -4.9%[9.22 µM] | 14.2%
CCC(NC(=O)Nc1cc(C)on1)(C(F)(F)F)C(F)(F)F | 2.7% | 4.8%[10 µM] | x | x | 1.4% | 0.9%[9.22 µM] | 1.0%
CCOCCCNC(=O)c1cc(Sc2ccc(C)cc2)nc2ccccc12 | 7.6% | 15.6%[10 µM] | u | -1.1% | 4.7% | -11.4% | 2.5%
O=C(NCc1ccco1)c1cc2c(s1)CSC2 | u | 6.4%[10 µM] | -15.1% | -13.6% | -6.4% | 28.0% | -14.7%
CCOC(=O)N/N=C/c1ccccc1F | 2.4% | -9.5% | 9.7% | -0.5% | -5.3% | 14.0% | -4.6%
O=C1CSC(c2ccc(Cl)cc2Cl)N1c1ccccn1 (centres undefined) | 6.8% | 2.5%[10 µM] | 2.5% | -0.7% | 11.3% | -9.4% | -7.3%
Cc1cc(Br)cc2cn[nH]c12 | 5.3% | -40.6%[inhibitor] | 4.6%[9.22 µM] | 3.8% | 2.3% | -29.3% | -3.6%
Cc1occc1C(=O)NCc1ccccn1 | 5.8% | -11.0% | -2.1% | 7.3% | 2.0% | -7.6% | -8.6%
Cc1cc(C)n2nc(SCCOc3ccccc3F)nc2n1 | 6.7% | -24.5% | -28.6%[46 µM] | 3.7% | -2.2% | -16.1% | 2.3%

3 of the entries above in order of their number in HTT aggregate, rising:
| SMILES | CBFb-RUNX1 inh | LMNA splice mod | HTT aggregate | aGlu spleen mod |
| --- | --- | --- | --- | --- |
| COc1ccc(-c2ccc(-c3noc(-c4ccccc4C)n3)c(OC)n2)cc1 | -13.0% | -6.0% | -6.5% | 0.9% |
| O=C(c1cnc(-c2ccc(Cl)cc2)s1)c1ccc(Cl)cc1Cl | -1.4% | 1.5% | -5.8% | -11.4% |
| COc1ccc(OC)c(N(CC(=O)Nc2ccc(NC(C)=O)cc2)S(C)(=O)=O)c1 | 1.8% | 2.6% | -4.1% | 4.2% |

From PubChem BioAssay
